Tn7 DDE FP: disrupts Tn7 cyclic peptide binding to fibrin D-Dimer-E complex. hit rate 0.13% among 370,000. inhibition, % at 8.3 µM. P02675. FP displacement of FITC-Tn7 peptide from fibrin DD(E); 0% = median of compound wells per plate;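 active = inhibition above the mean of compounds falling within the control limits plus 3 SD of them, cut at about 14% in these data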;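 also: 0% = plate median of compound wells and 100% = 10 µM Aha-Tn7 peptide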
Target sequence (P02675 whole entry, looked up): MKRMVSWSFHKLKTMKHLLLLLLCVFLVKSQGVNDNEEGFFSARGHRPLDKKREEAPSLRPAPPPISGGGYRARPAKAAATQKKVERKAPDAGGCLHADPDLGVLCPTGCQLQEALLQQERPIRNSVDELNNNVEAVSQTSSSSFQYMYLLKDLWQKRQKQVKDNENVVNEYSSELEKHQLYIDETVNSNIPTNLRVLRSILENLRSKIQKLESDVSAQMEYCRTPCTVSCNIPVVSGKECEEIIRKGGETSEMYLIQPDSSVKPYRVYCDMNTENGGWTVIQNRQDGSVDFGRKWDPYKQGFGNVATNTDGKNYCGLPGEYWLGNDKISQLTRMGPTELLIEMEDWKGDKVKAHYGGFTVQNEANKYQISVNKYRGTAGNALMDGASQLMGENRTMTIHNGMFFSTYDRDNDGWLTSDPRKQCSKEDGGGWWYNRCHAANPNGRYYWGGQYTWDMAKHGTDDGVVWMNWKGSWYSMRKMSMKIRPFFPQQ
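Assay system: Human clot-derived fibrin DD(E) complex | Buffer or medium: Tris/NaCl/CaCl2 buffer, pH 7.8 | Repeats: One replicate per compound | Benchmarks: Aha-Tn7 high control | Measure: % inhibition scaled between sample-field median and high-control FP | Schedule: 10 min plus 3 h, room temperature | Signal: Fluorescence polarization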
ARFGAP1 inhibitor: rat ARFGAP1 inhibition; Q62848; Arfgap1-stimulated ARF1 GTP hydrolysis, GDP FP detection; inhibition, % at 16.5 µM; hit rate 0.26% among 360,000;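 active = inhibition above a per-plate limit, mean inhibition of low control wells plus 3 SD, cut at about 25% in these data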;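 also: 0% = DMSO wells with enzyme and 100% = wells lacking Arfgap1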
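material = rat Arfgap1 catalytic domain, aa 1-136 | also added = human ARF1(Δ1-17)-GTP substrate | compound dosing = one concentration, 16.5 µM, DMSO 1.26% | times = GTP hydrolysis reaction 2 h at 25 °C | measured by = FP, GDP Alexa 633 tracer displaced from anti-GDP antibody, 620/688 nm | evaluation = percent inhibition of Arfgap1-stimulated GTP hydrolysis | replication = single well per compound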
PLCg1 inh: PLC-gamma1 (human) inhibition, primary screen | P19174 | purified PLC-gamma1, fluorogenic substrate, fluorescence | inhibition, % at 12.2 µM | hit rate 0.84% among 370,000; in the data active = inhibition above about 9.5%
DDE Tn6 FP inh: inhibitors of Tn6 peptide binding to human fibrin DD(E); P02675; Fibrin DD(E) TRITC-Tn6 fluorescence polarization displacement; inhibition, % at 8.3 µM; hit rate 0.21% among 370,000;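 active = inhibition above a per-campaign cutoff: mean of compounds within control limits plus 3 SD, cut at about 15% in these data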;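 also: 0% = median of all compound wells on the plate and 100% = blocking peptide control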
ADAM17 inh: inhibitors of human ADAM17; recombinant ADAM17, EDANS/DABCYL FRET peptide cleavage; inhibition, % at 6.95 µM; hit rate 0.83% among 370,000; AID 720648;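 active = inhibition above the mean of compounds lying between control limits plus 3 SD, set per campaign, cut at about 8.5% in these data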;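 also: 0% = DMSO-only wells as the low control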
ASAP1 GAP inh: ASAP1 ArfGAP inhibition; Q9ULH1; ASAP1-stimulated ARF1 GTP hydrolysis, GDP FP detection; inhibition, % at 16.5 µM; hit rate 0.19% among 360,000; AID 624377; in the data active = inhibition above about 25%;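 also: 0% = vehicle with enzyme and substrate and 100% = no enzyme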
ADAM10 inh: inhibits human ADAM10. inhibition, % at 7 µM. recombinant ADAM10, EDANS/DABCYL FRET peptide cleavage, 3 h. hit rate 0.62% among 370,000. AID 720582;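 active = inhibition above a per-campaign cutoff equal to the mean of compounds falling between control-based bounds plus 3 SD, cut at about 20% in these data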;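 also: 0% = DMSO wells while the 100% control is not disclosed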
TDP2 absorb: TDP2 (human) inhibition, absorbance primary screen; hit rate 0.34% among 370,000; AID 720702; recombinant TDP2, T5PNP hydrolysis, p-nitrophenol absorbance 415 nm; inhibition, % at 12.8 µM;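 active = inhibition above the mean of all tested compounds plus 3 SD, set per campaign, cut at about 25% in these data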;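 also: 0% = DMSO with enzyme and 100% = buffer with substrate but no TDP2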
Target sequence (O95551 whole entry, looked up): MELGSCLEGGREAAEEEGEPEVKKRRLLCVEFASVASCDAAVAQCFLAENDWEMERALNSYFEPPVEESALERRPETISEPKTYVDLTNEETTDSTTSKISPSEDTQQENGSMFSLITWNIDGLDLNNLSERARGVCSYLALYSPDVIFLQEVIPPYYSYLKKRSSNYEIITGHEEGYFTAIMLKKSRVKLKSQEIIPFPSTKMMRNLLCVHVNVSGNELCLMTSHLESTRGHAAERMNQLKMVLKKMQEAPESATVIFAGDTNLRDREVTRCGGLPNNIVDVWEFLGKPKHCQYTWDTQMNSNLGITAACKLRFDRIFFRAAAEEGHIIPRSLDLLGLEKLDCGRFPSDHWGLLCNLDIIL
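Incubation: 2 h at 37 °C; Test system: recombinant human TDP2; Quantity: enzyme 120 nM; Read-out basis: percent inhibition; Medium: 50 mM Tris-HCl pH 7.5 with Mg2+, KCl, DTT, BSA; Repeats: single replicate; Compound: 12.8 µM single point, 1% DMSO; Signal: epi absorbance; Reagent: 5 mM T5PNP chromogenic substrate; Benchmarks: no-enzyme high, DMSO-plus-enzyme low.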
SIAE inh: human SIAE inhibition, primary screen; Q9HAT2; hit rate 0.69% among 370,000; inhibition, % at 9.66 µM; AID 1053197; SIAE FP-Rh probe binding, fluorescence polarization;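 active = inhibition above a cutoff: mean of compounds within the control limits plus 3 SD of those, cut at about 17% in these data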;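 also: 0% = plate median of compound wells and 100% = probe without SIAE protein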
PLCb3 inh: PLC-beta3 (human) inhibition, primary screen; inhibition, % at 12.2 µM; hit rate 0.18% among 370,000; Purified PLC-beta3, fluorogenic substrate, fluorescence; in the data active = inhibition above about 11%;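 also: 0% = median of compound wells on plate and 100% = full blocker control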
Starred values were filed as active, the others as inactive; i = inactive; . = no result given. Some of the compounds tested (hit frequency here may not be typical).

SMILES	Tn7 DDE FP	ARFGAP1 inhibitor	PLCg1 inh	DDE Tn6 FP inh	ADAM17 inh	ASAP1 GAP inh	ADAM10 inh	TDP2 absorb	SIAE inh	PLCb3 inh
COC(=O)C1C(O)C(C)C(O)C(C)/C=C\C=C(/C)C(=O)Nc2c(C)c(OC(C)=O)c3c(c2O)C(=O)C(C)=C2OCOC(=C23)/C(C)=C/C(C)(O)C(O)C(C)C1O (stereo not drawn)	0	5	-25	2	-5	-16	-8	15	3	-45
CCC(C)C(NC(=O)CCCNC(=O)CCC(=O)OC1O[C@H]2OC3(C)CC[C@H]4[C@H](C)CCC(C1C)C24OO3)C(=O)O (stereo partly drawn)	1	2	-3	9	-4	-1	-6	4	2	-1
C#C[C@]1(O)CC[C@H]2[C@@H]3CCC4=Cc5nc6nc7ccccc7n6cc5C[C@]4(C)[C@H]3CC[C@@]21C	1	0	i	1	-22	16	-69	5	-7	i
CCC(=O)N1CC(=O)Nc2ccc(Cl)cc2C1c1ccc(F)cc1 (stereo not drawn)	0	5	4	7	-1	-16	-2	-8	-4	5
Cc1ccc(S(=O)(=O)N2CC2(C)CCl)cc1 (stereo not drawn)	2	-1	0	0	-4	6	0	-18	2	-6
C/C(=N\NC(=S)Nc1ccccc1)c1c(O)n(C)c(=O)n(C)c1=O	-5	5	0	8	-2	-1	-2	-4	15	-2
O=C(NC1CN2CCC1CC2)c1cc(-c2ccc(Cl)cc2)nc2ccccc12 (stereo not drawn)	7	.	-6	6	-22	.	-80	4	4	-4
O=C(O)C(Br)Br	6	-6	1	10	-2	3	-6	1	1	-1
CCCCn1c(O)c(C(CC)=Nc2cccc(C(=O)O)c2)c(=O)[nH]c1=O	-2	-6	-10	1	-10	-6	-24	-1	5	-11
CN1C(=O)/C(=C/c2ccc(Cl)s2)C(=O)NC1=S	-8	-4	-3	0	1	4	1	20	-28	-9
CN1CCN(c2ccc(N)c(N3CCN(C)CC3)c2)CC1	-1	0	-14	-2	-5	0	-4	10	-2	-17
O=[N+]([O-])c1cccc(CN2CC=C(c3ccc(F)cc3)CC2)c1	-1	10	5	3	1	3	-3	2	1	-4
O=c1cccc2n1CC1CC2CN(CC(O)CN2CC3CC(C2)c2cccc(=O)n2C3)C1 (stereo not drawn)	-1	-7	2	2	-4	-8	2	-18	3	-2
Cc1ccnc(-n2c(C)nc3ccccc3c2=O)c1	-1	-10	-1	9	-2	-13	7	7	0	0
CC1COC2N=C(N[N+](=O)[O-])NC2O1 (stereo not drawn)	1	4	1	-3	-2	-12	-3	5	5	1
CC1(C)C(c2ccccc2)=NC(c2cccnc2)N1O (stereo not drawn)	5	10	1	-7	0	-6	-1	-6	0	1
CC1(C)CC(=O)C(C=NCCN2CCN(C(=O)Cc3ccc(Cl)cc3)CC2)=C(O)C1	2	2	2	-3	-3	-7	-8	3	0	0
CC(NS(=O)(=O)OCC(Cl)(Cl)Cl)c1ccccc1 (stereo not drawn)	1	-2	-2	-3	-2	-2	5	11	-1	3
CNC(=O)C[C@H]1CC[C@@H]2NC[C@H](O)COC[C@H]2O1	0	7	5	0	-1	1	6	-6	2	1
C=CCc1ccc(OC)cc1	0	-2	0	1	-1	7	-10	0	-2	5
COC(=O)C1=C(c2c(C)noc2C)C[C@@H]2CC[C@H]1N2C(=O)N1CCOCC1	5	8	2	1	-5	-12	-11	2	4	2
COC(=O)C1=C(c2ccc(Cl)c(C(F)(F)F)c2)C[C@@H]2CC[C@H]1N2C(=O)NCc1ccc2c(c1)OCO2	-3	1	2	-2	-6	6	-9	2	1	0
CN1C(=O)N(C)C(=O)C2(Cc3cc([N+](=O)[O-])ccc3N(C)C2)C1=O	8	-17	2	-2	-1	5	12	-9	4	-2
CN1C2CCC1C(C(=O)O)C(OC(=O)c1ccccc1)C2 (stereo not drawn)	4	1	-2	4	-3	6	-13	-2	-7	1
CN(C)CC1CSCCC1(O)c1ccccc1 (stereo not drawn)	3	-1	0	-2	-3	9	-1	6	4	1

Next part.
SMILES	Tn7 DDE FP	ARFGAP1 inhibitor	PLCg1 inh	DDE Tn6 FP inh	ADAM17 inh	ASAP1 GAP inh	ADAM10 inh	TDP2 absorb	SIAE inh	PLCb3 inh
Cc1cc(OC(C)C(=O)NCc2cccnc2)c2c3c(c(=O)oc2c1)CCC3 (stereo not drawn)	4	9	-26	6	-32	-3	-108	5	-1	-41
C[N+]1(C)C2CCC1CC(OC(=O)c1ccco1)C2 (stereo not drawn)	3	8	-1	11	-4	-9	-3	-4	0	-5
Cn1cccc1CNCCc1ccccc1F	-6	1	-3	3	-2	10	1	13	10	0
C[C@]12CC[C@H]3[C@@H](CC[C@]4(O)C[C@@H](O)CC[C@]34C=O)[C@@]1(O)CC[C@@H]2C1=CC(=O)OC1	-2	-7	8	-3	0	-14	15	-7	1	0
COC(=O)C1=C(c2cccc(C#N)c2)C[C@@H]2CC[C@H]1N2C(=O)NCc1ccc(F)cc1	5	3	0	-2	-5	-2	-11	7	4	2
O=c1[nH]c(=O)n(CCc2ccc(F)cc2)c(O)c1C=NCCCn1ccnc1	2	3	-2	0	-4	3	-1	-1	-4	1
Cc1ccsc1C(=O)C1CCCN(Cc2ccc(-n3cccn3)cc2)C1 (stereo not drawn)	-1	-6	2	-4	-1	-10	0	7	1	-2
O=c1[nH]c(O)c(N=Nc2ccc([N+](=O)[O-])cc2)c(=O)[nH]1	0	2	4	0	-3	2	2	1	6	-5
C#CC1(OC(=O)c2ccccc2)CC(C)N(C)CC1C (stereo not drawn)	-8	1	0	1	2	24	3	17	-3	-4
Cn1c(O)c(C=NC2CCCCC2)c(=O)[nH]c1=S	-6	-1	8	-10	3	9	11	-12	1	4
CC(C)(C)N1Cc2ccccc2C1=N	0	2	2	2	-1	6	-2	4	2	3
COC(=O)C1=C(C)OC(N)=C(C#N)C12C(=O)Nc1ccccc12 (stereo not drawn)	9	2	0	-3	-2	-12	-4	-6	-12	-6
COCCNC(=O)c1ccc(N2CC3CC(C2)c2cccc(=O)n2C3)c([N+](=O)[O-])c1 (stereo not drawn)	0	35*	3	-4	-5	7	-5	-28	-2	-2
CC(=O)Nc1cc(C(=O)N2CCC3(CC2)OCCO3)ccc1Sc1ccc(C)cc1	-7	10	-1	-6	-3	-6	5	7	-6	2
N=C1c2ccccc2CN1NC(=O)c1ccc(Cl)cc1	-3	-5	7	6	-1	-7	0	6	3	8
CC(C)=CCN1CC[C@@]2(C)c3cc(O)ccc3CC1C2C (stereo partly drawn)	-2	0	-2	1	0	0	-13	4	-1	-1
CCN1CCN(C(=O)COc2ccc(S(=O)(=O)N(C)Cc3ccccc3)cc2)CC1	-2	2	1	0	4	10	-4	-10	-4	1
C[C@]12CC[C@@H]3c4ccc(O)c(O)c4CC[C@H]3[C@@H]1CC[C@@H]2O	2	-12	2	-5	3	5	18	-20	-7	-6
Cn1c(C(=O)N2CCC3(CC2)OCCO3)cc2c(=O)n(C)c3ccccc3c21	-15	-2	0	-4	-5	2	-5	7	-3	-2
Cc1ccc(-n2c(=S)[nH]c3ccccc3c2=O)cc1C	-7	7	-3	0	-2	0	-8	5	1	-4
CC(C)N(CC#CCC1(O)c2ccccc2-c2ccccc21)C(C)C	-3	15	4	3	1	-9	-7	-2	-3	6
CC[C@H]1c2ccccc2[C@@H]2CC[C@H]1N2c1ccccc1	2	-3	0	2	-2	-3	-1	-7	7	1
Cc1ccc(CN2CC3CC(C2)c2cccc(=O)n2C3)cc1 (stereo not drawn)	2	-7	0	-8	-3	5	1	4	3	0
CC/C(=N\NC(=S)Nc1ccccc1)c1c(O)[nH]c(=O)[nH]c1=O	0	1	-6	-3	-4	-4	-8	21	2	-16
CC(C)(C)n1c(O)c(C=Nc2ccc3c(c2)CCC3)c(=O)[nH]c1=O	-1	2	0	8	-4	7	-3	5	0	0
CN1Cc2cnnn2-c2ccccc2C1C#N (stereo not drawn)	0	3	2	1	-3	3	-19	-3	-1	1
